Screens deposited in PubChem by Broad Institute.
PglD DTNB = C. jejuni PglD acetyltransferase inhibitors, primary screen, biochemical, DTNB colorimetric, single point; purified PglD enzyme, DTNB colorimetric CoA detection; inhibition, % at 12.5 µM; actives 0.098% (n = 360,000); in the data active = inhibition above about 16%, passing the limit was not always enough; inconclusive = no clear call, values can overlap the other calls; also: strong numbers were not always called active
Statin myotox sup = suppressors of statin myotoxicity in C2C12 myotubes, primary screen, cell-based, single point, plate reader; C2C12 myotubes + simvastatin, ATP luminescence, 48 h; scaled: DMSO 0, geranylgeraniol control 100; rescue of ATP level, % at 7.49 µM; actives 0.78% (n = 330,000); AID 602340, 2012;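 active = mean ATP rescue above about 67%, or every replicate alone reaching that limit, limit read from the data, passing the limit was not always enough; inconclusive = no clear call, values can overlap the other calls; inactive = mean under the limit and some replicate under it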;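 also: myotubes were challenged with 10 µM simvastatin during compound exposure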
E-sel inducer = E-selectin induction in HUVECs, primary screen, imaging, HUVEC, immunofluorescence imaging, single point; P16581; normalized: neutral wells 0, TNF-alpha wells 100; AID 686992, 2013; actives 0.37% (n = 260,000); activation, % at 7.58 µM;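 active = mean E-selectin-positive cell signal at least 10% of the positive control, reached in at least 60% of replicates, without over 20% cell loss; inconclusive = no rule given, readout overlaps actives, possibly toxicity-flagged; inactive = the rest, including those meeting only one limit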;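 also: in these data hits start at about 27%; measured in HUVEC primary endothelial cells; signal is the percent of cells scored E-selectin positive by PE staining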
Target sequence (P16581 whole entry, looked up): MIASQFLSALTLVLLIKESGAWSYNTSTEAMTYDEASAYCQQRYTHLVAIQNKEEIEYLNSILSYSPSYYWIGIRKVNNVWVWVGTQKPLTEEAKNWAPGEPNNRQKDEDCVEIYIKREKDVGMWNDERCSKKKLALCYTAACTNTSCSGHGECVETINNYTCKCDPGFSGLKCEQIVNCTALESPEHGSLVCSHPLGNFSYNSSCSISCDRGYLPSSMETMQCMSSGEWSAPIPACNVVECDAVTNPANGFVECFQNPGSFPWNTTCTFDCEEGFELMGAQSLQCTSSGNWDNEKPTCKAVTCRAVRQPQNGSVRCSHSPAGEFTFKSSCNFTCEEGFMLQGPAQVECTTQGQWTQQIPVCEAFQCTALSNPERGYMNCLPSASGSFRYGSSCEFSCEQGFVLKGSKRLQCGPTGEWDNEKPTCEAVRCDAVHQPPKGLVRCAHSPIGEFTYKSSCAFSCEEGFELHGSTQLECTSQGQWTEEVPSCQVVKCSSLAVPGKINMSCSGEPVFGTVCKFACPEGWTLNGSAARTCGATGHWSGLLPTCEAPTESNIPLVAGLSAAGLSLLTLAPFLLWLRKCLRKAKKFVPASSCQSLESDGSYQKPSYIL
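Assay system: HUVEC, human umbilical vein endothelial cells / Amount: 3,000 HUVEC/well / Controls: TNF-alpha positive control, DMSO neutral control / Compound dosing: single concentration / Medium: EGM-2 over gelatin coat / Evaluation: percent E-selectin-positive cells / Signal: immunofluorescence imaging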
* = called active by the depositor; ? = inconclusive; . = not tested or not shown.

Every second line gives: PglD DTNB, E-sel inducer, Statin myotox sup
CO[C@@H]1CN(C)C(=O)c2cc(NC(=O)Nc3ccccc3F)ccc2OC[C@H](C)N(C(C)=O)C[C@@H]1C
→ ., -0.1, -7
C[C@@H]1CN([C@@H](C)CO)S(=O)(=O)c2ccc(C#CC(C)(C)O)cc2O[C@@H]1CN(C)C(=O)C1CC1
→ ., 1.0, 13
CCCC#Cc1ccc2c(c1)O[C@@H](CN(C)Cc1ccccc1)[C@H](C)CN([C@@H](C)CO)S2(=O)=O
→ ., -0.1, 4
COCC#Cc1cnc2c(c1)C(=O)N([C@H](C)CO)C[C@H](C)[C@H](CN(C)Cc1ccc(-c3ccccc3)cc1)O2
→ ., 0.3, -6
C[C@H](CO)N1C[C@H](C)[C@H](CN(C)C(=O)C2CCC2)Oc2cc(-c3ccc(F)cc3)ccc2S1(=O)=O
→ ., -0.2, 38
CC(C)CC#Cc1ccc2c(c1)O[C@H](CN(C)C(=O)C1CC1)[C@H](C)CN([C@@H](C)CO)S2(=O)=O
→ ., 0.0, -23
CC(C)NC(=O)N(C)C[C@@H]1Oc2ccc(NS(=O)(=O)c3ccccc3)cc2CC(=O)N([C@@H](C)CO)C[C@@H]1C
→ ., -0.4, 13
O=C(CSc1nnc(-c2n[nH]c3ccccc23)n1-c1ccccc1)Nc1cccc(Cl)c1
→ ., 1.0, -10
O=C(CCC(=O)OCc1ccc(Cl)cc1)Nc1cccc([N+](=O)[O-])c1
→ ., -1.1, -1
CCCC#Cc1ccc([C@@H]2[C@H]3CN(CC4CC4)CCCCN3[C@H]2CO)cc1
→ 0, 0.5, .
O=C(CN1CCN(c2ccc(O)cc2)CC1)Nc1ccc(SC(F)F)cc1
→ -3, 0.0, .
CC(C)c1nnc(NC(=O)Cc2ccccc2[N+](=O)[O-])s1
→ -8, 0.0, .
COc1cccc(S(=O)(=O)Nc2cccc(C(=O)N3CCCCCC3)c2)c1
→ 2, 0.4, .
Cc1ccc(OCCOCCOc2ccc(Br)cc2/C=N\NC(=O)c2ccncc2)cc1
→ 2, 2.2, .
S=C(NCCN1CCOCC1)Nc1cccc2ccccc12
→ -2, 0.0, .
O=C(CC(=O)Nc1ccc(Cl)c(Cl)c1)N/N=C/c1ccc(O)cc1
→ -2, 0.0, .
CN1/C(=C\C=N\NC(=O)c2ccccc2Br)C(C)(C)c2ccccc21
→ -4, 4.9, .
O=C(Nc1ccccc1Cc1ccccc1)c1ccccc1NS(=O)(=O)c1ccc(Cl)s1
→ 0, -0.4, .
COc1ccc(-c2nc(-c3ccccc3)nc(N3CCN(C)CC3)c2C#N)cc1
→ 7, -2.0, .
CNC(=S)NNC(=O)c1sccc1C
→ -9, 0.0, .
CC(=O)c1c(C)[nH]c(C(=O)Nc2cccc(S(=O)(=O)N3CCOCC3)c2)c1C
→ 5, 1.7, .
Nc1nc(CSC(=S)N2CCN(c3ccccc3)CC2)nc(Nc2ccc(F)cc2)n1
→ 1, 0.9, .
CC(C)c1ccc(C(=O)NCc2ccc(Cl)cc2)cc1
→ -5, 1.6, .
COC(=O)c1ccc(NC(=S)NNC(=O)CC(C)C)cc1
→ -2, -0.1, .
CCCN1CCN(C(=S)Nc2ccc([N+](=O)[O-])cc2)CC1
→ 5, -0.1, .
CCC(C)NC(=S)N1CCN(C(c2ccccc2)c2ccccc2)CC1 (stereo unspecified)
→ -3, 0.3, .
Cc1noc(/C=C/c2ccco2)c1S(=O)(=O)N1CCC(C(=O)Nc2ccc(Cl)cn2)CC1
→ 8, 1.3, .
COc1ccccc1NC(=S)NCCSc1ccc(C)cc1
→ 6, 0.3, .
Cc1c(NS(=O)(=O)c2cccc3nsnc23)c(=O)n(-c2ccccc2)n1C
→ -13, -0.1, .
COC(=O)c1c(NC(=O)C2C3C=CC(CC3)C2C(=O)O)sc(C)c1C (stereo unspecified)
→ -7, 1.5, .

Full records, quoted from the list:
Profile of O=C(CN1CCN(c2ccc(O)cc2)CC1)Nc1ccc(SC(F)F)cc1 = PglD DTNB = -3; E-sel inducer = 0.0; Statin myotox sup = .
Profile of O=C(CCC(=O)OCc1ccc(Cl)cc1)Nc1cccc([N+](=O)[O-])c1 = PglD DTNB = .; E-sel inducer = -1.1; Statin myotox sup = -1

(continued)
Every second line gives: PglD DTNB, E-sel inducer, Statin myotox sup
CCOC(=O)C(=Nc1ccccc1)NO
→ 4, -0.1, .
COc1cc(CCC(=O)Nc2ccc(Br)c(C(F)(F)F)c2)cc(OC)c1OC
→ -1, -0.7, .
Oc1ccc(-c2n[nH]c(=S)n2-c2ccc3c(c2)OCCO3)c(O)c1
→ -3, -0.1, .
NNC(=O)c1nnn(-c2nonc2N)c1-c1cccs1
→ 4, -0.7, .
CN(C(=O)Cc1c[nH]c2ccccc12)C(C(=O)Nc1ccc2c(c1)OCO2)c1ccccc1 (stereo unspecified)
→ 1, -1.6, .
Cc1cc(C)c(NC(=O)CO/N=C2\CCCc3nonc32)c(C)c1
→ -8, 0.2, .
COCn1ccnc1C(O)(c1ccc(OC)cc1)c1ccc(OC)cc1
→ 6, -0.3, .
O=C(CC1S/C(=N\S(=O)(=O)c2ccccc2)N(c2ccccc2)C1=O)Nc1ccc(F)cc1 (stereo unspecified)
→ 11, 0.5, .
O=C(Nc1ccc(F)cc1)C(c1ccccc1)N1CCN(S(=O)(=O)c2c(F)cccc2F)CC1 (stereo unspecified)
→ -2, -0.5, .
N=c1c2c(-c3ccccc3)c(-c3ccccc3)n(Cc3ccco3)c2ncn1CCN1CCOCC1
→ 6, -2.0, .
COc1ccc(C(=O)Oc2ccc(/C=N/NC(=O)c3ccccc3OC)cc2[N+](=O)[O-])cc1
→ 1, 1.3, .
NS(=O)(=O)c1ccc(N=Nc2c(-c3ccccc3)[nH]n(-c3nc(-c4ccccc4)cs3)c2=O)cc1
→ -2, -0.2, .
Cc1ccccc1NC(=O)CSc1nnc(Cc2ccccc2)o1
→ -3, -1.3, .
Cc1ccc2nc(NC(=O)CSc3nncc(=O)n3N)sc2c1
→ -1, 0.0, .
COC(=O)C1C(c2ccccc2)C(C(=O)N2CCN(C)CC2)C1c1ccccc1 (stereo unspecified)
→ -3, -2.2, .
Cc1cccc(-n2c(C)cc(C=C(C#N)C#N)c2C)c1
→ -11, 1.2, .
CCOC(=O)CNC(=O)CSc1nnc(-c2ccco2)n1N
→ 2, 0.8, .
CC(C)(C)Cc1nnc(NC(=O)c2cc(-c3ccccc3)nc3ccccc23)s1
→ 7, -1.0, .
C/C(=N\Nc1ccc(S(=O)(=O)Nc2ccc(Cl)cc2)cc1[N+](=O)[O-])c1ccc(N2CCOCC2)cc1
→ -1, -0.5, .
Cc1c(C(=O)Nc2cccc(Cl)c2)cn2c(nc3ccccc32)c1C#N
→ -7, -0.3, .
CC(C)[C@H](NC(=O)c1ccccc1)C(=O)OCC(=O)N1CCCCCC1
→ -4, ?, .
CC(NC(=O)OCc1ccccc1)C(=O)NCC(=O)NC(Cc1ccc(OC(C)(C)C)cc1)C(=O)OC(C)(C)C (stereo unspecified)
→ 1, 0.0, .
COc1ccc(N=C(C)C2=C(O)c3ccccc3C2=O)cc1
→ -11, 5.2, .
CN(C)Cc1nc2ccccc2c(=O)n1Cc1nc(-c2cc3ccccc3o2)cs1
→ -2, 0.6, .
COc1ccc(S(=O)(=O)N(CC(=O)O)c2ccccn2)cc1
→ 8, -0.6, .
CNC(=S)N(CCc1ccccc1)Cc1cc2cc(OC)c(OC)cc2[nH]c1=O
→ -5, -0.1, .
O=C(NCCCn1ccnc1)/C(=C\c1cccnc1)NC(=O)c1cccc(Br)c1
→ 5, 9.9, .
CC(=O)Nc1ccc(/C(C)=N/NC(=O)CN(c2ccccc2Br)S(C)(=O)=O)cc1
→ -3, -0.1, .
CC(C)(C)C1CCC(=NNC(=O)CN(c2ccccc2)S(=O)(=O)c2ccccc2[N+](=O)[O-])CC1 (stereo unspecified)
→ -5, -0.4, .
CN(c1ccc(OCC(=O)OCC(=O)Nc2ccccc2)cc1)S(=O)(=O)c1ccc(F)cc1
→ -4, 0.2, .
Cc1cc([N+](=O)[O-])cc2c1NC(=O)C2(O)N1CCCCCC1 (stereo unspecified)
→ -1, 2.2, .
O=C1/C(=C\c2ccccc2Cl)SC(=S)N1CCC(=O)N1CCCc2ccccc21
→ 0, -0.1, .
COCC(=O)N1CCCCN2[C@H](CO)[C@H](c3ccc(-c4cccc(C)c4)cc3)[C@H]2C1
→ 6, 0.0, .
CC1CCc2c(C(=O)Oc3cccc(-n4cnnn4)c3)csc2C1 (stereo unspecified)
→ -1, -0.8, .
Cc1c(C(=O)Nc2cccc(-c3nnc4n3CCCCC4)c2)oc2ccccc12
→ -3, -1.4, .
Cc1ccc(C)c2c1cc(C)c1nnc(SCC(=O)Nc3nc4c(s3)CCCC4)n12
→ 1, -0.4, .
CCc1c(C#N)c(SCc2c(C)noc2C)nc2c1C(=O)CC(C)(C)C2
→ 9, -0.6, .
Cc1ccc(S(=O)(=O)NC(C)(C)CSc2ccccn2)cc1
→ 8, 0.0, .
Cc1cccc(N2C(S)=C(C#N)C(=O)NC2c2cccs2)c1 (stereo unspecified)
→ 10, -0.4, .
CCc1ccc(NC(=O)C(C)OC(=O)CCC(=O)c2cccs2)cc1 (stereo unspecified)
→ 4, 0.4, .
Cc1ccc(/C=N/NS(=O)(=O)c2ccc([N+](=O)[O-])cc2)o1
→ -3, -0.3, .
O=C(NC(NNc1ccc([N+](=O)[O-])cc1)(C(F)(F)F)C(F)(F)F)c1ccc(Cl)cc1
→ -1, 0.3, .
Cc1nc2ccccn2c1C(=O)N=Nc1c(O)[nH]c2ccccc12
→ 1, -2.3, .
COc1ccc(-c2csc(NC(=O)CC(C)C)n2)cc1
→ 8, -1.8, .
Cc1cc(C)n(-c2nnc(NC(C)(C)C)nn2)n1
→ -13, 1.8, .
CN1/C(=C\C(=O)CSc2nnc(NCc3ccccc3)s2)C(C)(C)c2ccccc21
→ -4, 0.8, .
COc1cccc(/C=C/C(=O)OCC(=O)NCc2ccco2)c1
→ -9, -0.2, .
O=C(CSc1nc2ccccc2s1)Nc1cc(S(=O)(=O)N2CCOCC2)ccc1Cl
→ -3, -0.1, .
Cc1cc(C)c2nc(NC(=O)[C@@H](NC(=O)c3cccc(S(=O)(=O)N4CCOCC4)c3)C(C)C)sc2c1
→ -7, 11, .
CC(C)NC(=S)NCc1cccnc1
→ 2, 1.6, .
CCOC(=O)/C(C#N)=C/c1ccc(OC)c(OC)c1
→ 2, -0.4, .
CCn1ncc(Cl)c1C(=O)NC(=S)Nc1c(C)cc(C)cc1[N+](=O)[O-]
→ 5, 5.2, .
O=c1[nH]c(=O)n(-c2ccccc2)c2c1C(C(F)(F)F)(C(F)(F)F)N=C(CCC1CCCCC1)N2
→ 1, -1.5, .
c1ccc(-c2ncc3c(ccc4ccccc43)n2)cc1
→ 6, 3.2, .

Part of the list above in another layout:
Structure	PglD DTNB	E-sel inducer	Statin myotox sup
Cc1cc([N+](=O)[O-])cc2c1NC(=O)C2(O)N1CCCCCC1 (stereo unspecified)	-1	2.2	.
O=C1/C(=C\c2ccccc2Cl)SC(=S)N1CCC(=O)N1CCCc2ccccc21	0	-0.1	.
COCC(=O)N1CCCCN2[C@H](CO)[C@H](c3ccc(-c4cccc(C)c4)cc3)[C@H]2C1	6	0.0	.
CC1CCc2c(C(=O)Oc3cccc(-n4cnnn4)c3)csc2C1 (stereo unspecified)	-1	-0.8	.
Cc1c(C(=O)Nc2cccc(-c3nnc4n3CCCCC4)c2)oc2ccccc12	-3	-1.4	.
Cc1ccc(C)c2c1cc(C)c1nnc(SCC(=O)Nc3nc4c(s3)CCCC4)n12	1	-0.4	.
CCc1c(C#N)c(SCc2c(C)noc2C)nc2c1C(=O)CC(C)(C)C2	9	-0.6	.
Cc1ccc(S(=O)(=O)NC(C)(C)CSc2ccccn2)cc1	8	0.0	.
Cc1cccc(N2C(S)=C(C#N)C(=O)NC2c2cccs2)c1 (stereo unspecified)	10	-0.4	.
CCc1ccc(NC(=O)C(C)OC(=O)CCC(=O)c2cccs2)cc1 (stereo unspecified)	4	0.4	.
Cc1ccc(/C=N/NS(=O)(=O)c2ccc([N+](=O)[O-])cc2)o1	-3	-0.3	.
O=C(NC(NNc1ccc([N+](=O)[O-])cc1)(C(F)(F)F)C(F)(F)F)c1ccc(Cl)cc1	-1	0.3	.
Cc1nc2ccccn2c1C(=O)N=Nc1c(O)[nH]c2ccccc12	1	-2.3	.
COc1ccc(-c2csc(NC(=O)CC(C)C)n2)cc1	8	-1.8	.
Cc1cc(C)n(-c2nnc(NC(C)(C)C)nn2)n1	-13	1.8	.
CN1/C(=C\C(=O)CSc2nnc(NCc3ccccc3)s2)C(C)(C)c2ccccc21	-4	0.8	.

These rows are one share of the data, so the mix of outcomes need not match the whole.
